T cruzi intra: inhibitors of intracellular Trypanosoma cruzi, primary screen, cell-based, plate reader, single point, set 2; intracellular Trypanosoma cruzi in host cells; activity score (inhibition), % at 5.01 µM; 4.9% of 22,000 active; in the data active = activity score above about 55%; inconclusive = no clear call, values can overlap the other calls;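 also: parasites and compound incubated about four days before reading; 0% = median of neutral control wells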
INS-1E rescue: protection of INS-1E cells from cytokine death, primary screen, ATP luminescence, single point | INS-1E cytokine-induced death, 48 h; normalised: neutral wells 0, positive control 100 | protection from cytokine-induced ATP loss, % at 10 µM | 0.1% of 20,000 active | AID 488910, 2010;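 active = mean replicate protection from cytokine-induced ATP loss at least 50% and at least 75% of replicates each reaching 50%; inconclusive = meets only one of the two criteria, mean or replicate share; inactive = fails both the mean and replicate share criteria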
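assay system = INS-1E rat insulinoma cells | amount = 8000 cells per well | medium = phenol-red-free RPMI with 5% fetal bovine serum | doses = one compound concentration, pin transfer | timing = 48 h cytokine plus compound treatment, 10 min reagent incubation | also added = IL-1β, TNF-α and IFN-γ cytokine mix | signal = CellTiter-Glo luminescence measuring cellular ATP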
* marks the source's active call; other numbers are inactive results; ? = inconclusive; / = not tested or not shown. The list is partial (hit frequency here may not be typical).

structure,T cruzi intra,INS-1E rescue
C[C@H](CO)N1C[C@H](C)[C@H](CN(C)Cc2ccc(C(=O)O)cc2)Oc2c(cccc2N(C)C)C1=O,-9,-1
O=C(CCCCC(=O)N/N=C/C1=CCCCC1)NO,17,6
C[C@H]1CN([C@@H](C)CO)C(=O)CCCn2cc(nn2)CO[C@H]1CN(C)C(=O)Nc1ccc(C(F)(F)F)cc1,-21,/
C[C@@H]1CN([C@@H](C)CO)C(=O)Cc2cc(NC(=O)Nc3ccc(C(F)(F)F)cc3)ccc2O[C@@H]1CN(C)S(C)(=O)=O,0,0
Cc1ccc(S(=O)(=O)Nc2cccc3c2O[C@H](CN(C)S(=O)(=O)c2ccccc2)[C@@H](C)CN([C@@H](C)CO)C3=O)cc1,10,3
COc1ccc(NC(=O)N(C)C[C@H]2OCCCC[C@@H](C)Oc3ccc(NC(=O)c4ccccc4)cc3C(=O)N([C@H](C)CO)C[C@@H]2C)cc1,-11,-2
C[C@@H]1CN([C@H](C)CO)C(=O)Cc2cc(NC(=O)CCN3CCOCC3)ccc2O[C@H]1CN(C)Cc1ccncc1,-5,7
Cc1ccc(CN(C)C[C@@H]2OCc3cn(nn3)CCCC(=O)N([C@@H](C)CO)C[C@@H]2C)cc1,-24,/
CC(C)NC(=O)N(C)C[C@@H]1Oc2ccc(NC(=O)CCCCCC(=O)Nc3ccccc3N)cc2C(=O)N([C@H](C)CO)C[C@H]1C,-42,-6
C[C@H](CO)N1C[C@H](C)[C@@H](CN(C)S(C)(=O)=O)OCc2cn(nn2)CCCC1=O,-1,/
C[C@@H]1CN([C@H](C)CO)C(=O)c2cccc(NS(=O)(=O)c3cccs3)c2O[C@H]1CN(C)Cc1ccc(-c2ccccc2)cc1,6,6
CNC[C@@H]1Oc2c(NS(C)(=O)=O)cccc2C(=O)N([C@H](C)CO)C[C@H]1C,-7,5
C[C@H](CO)N1C[C@H](C)[C@@H](CN(C)S(=O)(=O)c2ccc(F)cc2)Oc2c(NC(=O)NC3CCCCC3)cccc2C1=O,38,5
C[C@@H]1CN([C@H](C)CO)C(=O)c2cccc(NS(=O)(=O)c3ccc(Cl)cc3)c2O[C@@H]1CN(C)Cc1ccc(Oc2ccccc2)cc1,16,-43
C[C@H](CO)N1C[C@H](C)[C@H](CN(C)S(=O)(=O)c2ccc(F)cc2)Oc2ccc(NC(=O)Cn3cnnn3)cc2C1=O,4,1
C[C@@H]1CCCCO[C@H](CN(C)Cc2ccc(Cl)c(Cl)c2)[C@@H](C)CN([C@H](C)CO)C(=O)c2cc(NS(=O)(=O)c3ccccc3)ccc2O1,?,-36
Cc1noc(C)c1S(=O)(=O)Nc1cccc2c1O[C@H](CN(C)Cc1ccc(Cl)c(Cl)c1)[C@H](C)CN([C@@H](C)CO)C2=O,2,-5
C[C@@H]1CN([C@H](C)CO)C(=O)c2cc(NC(=O)c3ccncc3)ccc2O[C@H]1CN(C)C(=O)Nc1ccc(C(F)(F)F)cc1,1,-6
C[C@@H]1CN([C@@H](C)CO)C(=O)Cc2cc(NC(=O)Cn3cnnn3)ccc2O[C@@H]1CN(C)Cc1ccncc1,-10,4
C[C@@H]1CN([C@H](C)CO)C(=O)c2cccc(NS(=O)(=O)c3cn(C)cn3)c2O[C@@H]1CN(C)Cc1ccc(C(F)(F)F)cc1,9,-2
C[C@@H]1CN([C@@H](C)CO)C(=O)c2cc(NC(=O)C3CC3)ccc2O[C@H]1CN(C)S(=O)(=O)c1ccc(F)cc1,-6,/
CC(C)NC(=O)N(C)C[C@@H]1Oc2ccc(NC(=O)Nc3ccc(F)cc3)cc2C(=O)N([C@H](C)CO)C[C@H]1C,-3,2
COc1ccc(CN(C)C[C@H]2Oc3c(NC(=O)C4CCOCC4)cccc3C(=O)N([C@@H](C)CO)C[C@@H]2C)cc1,-3,9
COc1ccc(S(=O)(=O)Nc2ccc3c(c2)C(=O)N([C@@H](C)CO)C[C@@H](C)[C@@H](CN(C)CC2CC2)O3)cc1,9,0
C[C@@H]1CN([C@@H](C)CO)C(=O)c2cccc(NS(=O)(=O)c3ccc(F)cc3)c2O[C@@H]1CN(C)S(=O)(=O)c1ccc(F)cc1,3,4

(more compounds)
structure,T cruzi intra,INS-1E rescue
C[C@H](CO)N1C[C@H](C)[C@H](CN(C)S(C)(=O)=O)Oc2ccc(NS(=O)(=O)c3ccccc3)cc2C1=O,-1,-5
C[C@H]1CN([C@@H](C)CO)C(=O)Cc2cc(NC(=O)Cc3ccccc3)ccc2O[C@@H]1CN(C)Cc1ccc(Cl)c(Cl)c1,42,-27
C[C@H]1CN([C@@H](C)CO)C(=O)Cc2cc(NS(=O)(=O)c3cccs3)ccc2O[C@@H]1CN(C)C(=O)Nc1ccc(C(F)(F)F)cc1,-9,-4
C[C@@H]1CN([C@@H](C)CO)C(=O)c2cccc(NC(=O)C3CC3)c2O[C@H]1CN(C)Cc1ccc2c(c1)OCO2,-8,-3
C[C@@H]1CN([C@@H](C)CO)C(=O)c2cccc(NC(=O)CCCCCC(=O)Nc3ccccc3N)c2O[C@@H]1CN(C)S(=O)(=O)c1cn(C)cn1,2,-5
C[C@H]1CN([C@@H](C)CO)C(=O)c2cc(NC(=O)Nc3cccc4ccccc34)ccc2O[C@H]1CN(C)Cc1ccc(Cl)c(Cl)c1,48,/
C[C@H]1CN([C@@H](C)CO)C(=O)c2cccc(N(C)C)c2O[C@H]1CN(C)C(=O)Nc1ccc(F)cc1,-3,8
COc1ccc(S(=O)(=O)N(C)C[C@@H]2Oc3c(NC(=O)Nc4cccc5ccccc45)cccc3C(=O)N([C@H](C)CO)C[C@@H]2C)cc1,-5,11
COc1ccc(NC(=O)Nc2cccc3c2O[C@H](CN(C)C(=O)Nc2ccc(F)cc2)[C@@H](C)CN([C@H](C)CO)C3=O)cc1,-6,10
C[C@H](CO)N1C[C@H](C)[C@@H](CN(C)Cc2ccc(C(=O)Nc3ccccc3N)cc2)Oc2c(NC(=O)c3cnccn3)cccc2C1=O,75*,-5
C[C@@H]1CN([C@H](C)CO)C(=O)c2cc(NC(=O)CCC(F)(F)F)ccc2O[C@H]1CN(C)Cc1ccc(C(=O)O)cc1,-27,9
C[C@@H]1CN([C@@H](C)CO)C(=O)Cc2cc(NC(=O)C3CC3)ccc2O[C@@H]1CN(C)S(=O)(=O)c1cn(C)cn1,-2,7
CC(C)NC(=O)N(C)C[C@H]1Oc2ccc(NC(=O)c3ccncc3)cc2C(=O)N([C@H](C)CO)C[C@H]1C,-6,/
C[C@@H]1CN([C@H](C)CO)C(=O)Cc2cc(N(C)C)ccc2O[C@H]1CN(C)S(=O)(=O)c1ccccc1,-21,4
C[C@H]1CN([C@@H](C)CO)C(=O)c2cccc(NC(=O)Nc3ccc(F)cc3)c2O[C@@H]1CN(C)C(=O)Nc1cccc2ccccc12,14,-1
C[C@H](CO)N1C[C@H](C)[C@@H](CN(C)Cc2ccccc2)Oc2ccc(NS(C)(=O)=O)cc2C1=O,-9,3
Cc1noc(C)c1NC(=O)Nc1ccc2c(c1)CC(=O)N([C@H](C)CO)C[C@@H](C)[C@H](CN(C)C(=O)Nc1ccc(F)cc1)O2,-10,7
C[C@@H]1CN([C@H](C)CO)C(=O)Cc2cc(NC(=O)CCCCCC(=O)Nc3ccccc3N)ccc2O[C@@H]1CN(C)S(=O)(=O)c1ccccc1,-11,-4
C[C@@H]1CN([C@@H](C)CO)C(=O)c2cc(NS(=O)(=O)c3cccs3)ccc2O[C@H]1CN(C)Cc1ccc(Oc2ccccc2)cc1,3,-1
C[C@@H]1CN([C@H](C)CO)C(=O)c2cc(NC(=O)Cn3cnnn3)ccc2O[C@@H]1CN(C)Cc1ccc2c(c1)OCO2,1,7
Cc1cccc(CN(C)C[C@@H]2OCc3cnnn3CCCC(=O)N([C@@H](C)CO)C[C@H]2C)c1,5,/
C[C@H]1CN([C@@H](C)CO)C(=O)c2cc(NC(=O)Nc3ccc(C(F)(F)F)cc3)ccc2O[C@H]1CN(C)C,11,-8
CC(C)NC(=O)Nc1ccc2c(c1)C(=O)N([C@@H](C)CO)C[C@@H](C)[C@@H](CN(C)C(=O)Nc1ccc(F)cc1)O2,-4,1
C[C@H]1CN([C@@H](C)CO)C(=O)c2cccc(NC(=O)c3nc4ccccc4s3)c2O[C@H]1CN(C)S(=O)(=O)c1cccs1,37,-11
C[C@H]1CN([C@@H](C)CO)C(=O)Cc2cc(NC(=O)CCC(F)(F)F)ccc2O[C@H]1CN(C)C(=O)Nc1ccccc1,-19,4

Further entries follow:
Under each structure – T cruzi intra | INS-1E rescue
C[C@H]1CN([C@@H](C)CO)C(=O)Cc2cc(NC(=O)c3ccncc3)ccc2O[C@@H]1CN(C)S(=O)(=O)c1ccc(F)cc1
  9 | 8
C[C@H]1CN([C@@H](C)CO)C(=O)c2cccc(NC(=O)C3CCOCC3)c2O[C@H]1CN(C)Cc1ccc(C(F)(F)F)cc1
  -17 | -6
COc1ccc(NC(=O)N(C)C[C@@H]2Oc3ccc(NC(=O)Nc4c(C)noc4C)cc3C(=O)N([C@H](C)CO)C[C@H]2C)cc1
  -10 | 1
Cc1noc(C)c1S(=O)(=O)Nc1ccc2c(c1)C(=O)N([C@H](C)CO)C[C@H](C)[C@@H](CN(C)C(=O)Nc1cccc3ccccc13)O2
  7 | 9
COc1ccc(NC(=O)Nc2ccc3c(c2)C(=O)N([C@H](C)CO)C[C@H](C)[C@H](CN(C)Cc2ccc(C(F)(F)F)cc2)OCCCC[C@@H](C)O3)cc1
  71* | -4
COc1ccc(S(=O)(=O)Nc2ccc3c(c2)CC(=O)N([C@H](C)CO)C[C@@H](C)[C@H](CN(C)Cc2ccc(C(=O)O)cc2)O3)cc1
  -25 | 7
C[C@@H]1CN([C@@H](C)CO)C(=O)c2cccc(NS(=O)(=O)c3cn(C)cn3)c2O[C@@H]1CN(C)Cc1ccc(C(=O)O)cc1
  -24 | 11
C[C@H](CO)N1C[C@H](C)[C@H](CN(C)C)Oc2ccc(NC(=O)CCC(F)(F)F)cc2CC1=O
  -16 | -1
C[C@@H]1CN([C@@H](C)CO)C(=O)Cc2cc(NS(=O)(=O)c3cccs3)ccc2O[C@@H]1CN(C)C(=O)Nc1ccccc1
  -15 | 2
C[C@@H]1CN([C@H](C)CO)C(=O)CCCn2nncc2CO[C@H]1CN(C)C(=O)Nc1ccccc1
  -13 | 3
C[C@H]1CN([C@@H](C)CO)C(=O)Cc2cc(NC(=O)Cc3ccccc3)ccc2O[C@H]1CN(C)CC1CC1
  -11 | -2
Cc1ccc(S(=O)(=O)N(C)C[C@H]2Oc3ccc(NC(=O)Cc4ccccc4)cc3CC(=O)N([C@H](C)CO)C[C@H]2C)cc1
  37 | 2
CCOC(=O)N(C)C[C@H]1OCc2cnnn2CCCC(=O)N([C@H](C)CO)C[C@@H]1C
  -19 | /
C[C@H]1CN([C@@H](C)CO)C(=O)Cc2cc(NC(=O)CCC(F)(F)F)ccc2O[C@H]1CN(C)Cc1ccncc1
  -7 | 1
C[C@H](CO)N1C[C@H](C)[C@@H](CN(C)S(=O)(=O)c2ccccc2)Oc2ccc(NC(=O)Nc3ccccc3)cc2C1=O
  3 | 0
C[C@@H]1CN([C@H](C)CO)C(=O)Cc2cc(NC(=O)C3CCCCC3)ccc2O[C@@H]1CN(C)Cc1ccc(Cl)c(Cl)c1
  57* | -78
Cc1noc(C)c1S(=O)(=O)N(C)C[C@H]1Oc2ccc(NC(=O)Nc3ccccc3)cc2CC(=O)N([C@H](C)CO)C[C@H]1C
  -5 | 0
C[C@@H]1CN([C@@H](C)CO)C(=O)c2cccc(NS(=O)(=O)c3ccc(Cl)cc3)c2O[C@@H]1CN(C)C(=O)Nc1ccc(F)cc1
  -3 | 0
CNC[C@@H]1Oc2c(NC(=O)c3cc(C)nn3C)cccc2C(=O)N([C@H](C)CO)C[C@@H]1C
  -6 | 3
C[C@@H]1CN([C@H](C)CO)C(=O)c2cc(NS(=O)(=O)c3cccs3)ccc2O[C@H]1CN(C)C(=O)Nc1ccc(F)cc1
  -15 | 4
COc1ccc(NC(=O)N(C)C[C@@H]2Oc3ccc(NC(=O)CCCN(C)C)cc3C(=O)N([C@@H](C)CO)C[C@@H]2C)cc1
  -11 | 3
COC(=O)CCCCCCC(=O)N/N=C/c1cccnc1Cl
  -16 | 3

Single records, as listed above. Screens in order: T cruzi intra	INS-1E rescue
Listed for C[C@H](CO)N1C[C@H](C)[C@H](CN(C)C)Oc2ccc(NC(=O)CCC(F)(F)F)cc2CC1=O : -16	-1
Listed for C[C@H]1CN([C@@H](C)CO)C(=O)Cc2cc(NC(=O)CCC(F)(F)F)ccc2O[C@H]1CN(C)Cc1ccncc1 : -7	1
Listed for C[C@H](CO)N1C[C@H](C)[C@@H](CN(C)S(=O)(=O)c2ccccc2)Oc2ccc(NC(=O)Nc3ccccc3)cc2C1=O : 3	0
Listed for COC(=O)CCCCCCC(=O)N/N=C/c1cccnc1Cl : -16	3
Listed for CCOC(=O)N(C)C[C@H]1OCc2cnnn2CCCC(=O)N([C@H](C)CO)C[C@@H]1C : -19	/

Assay outcomes: PubChem, Broad Institute
